Screens from PubChem.
ABHD4 inh = ABHD4 inhibitors, primary screen, biochemical, fluorescence polarization, mouse; (Lyso)-N-acylphosphatidylethanolamine lipase (Mus musculus), Q8VD66; purified mABHD4, FP-Rh probe fluorescence polarization; inhibition, % at 8.92 µM; actives 0.54% (n = 370,000); AID 720543, 2013;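 active = inhibition exceeding the mean over every tested compound plus 3 SD, cut at about 30% in these data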;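 also: 0% = plate median of compound wells and 100% = S159A mutant with DMSO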
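Material: mouse ABHD4 enzyme, wild type; Benchmarks: S159A mutant high control, sample median low control; Buffer or medium: HEPES pH 7.0, NaCl, Pluronic buffer; Signal: fluorescence polarization; Read-out: percent inhibition of probe binding, normalized to plate controls; Timing: pre-incubation 45 min, probe exposure 60 min, at 25 °C; Dosing: 8.92 µM, single dose.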
UHRF1 binding = UHRF1 methylated DNA binding inhibitors, primary screen, counter-screen for MBD2 inhibitor project, biochemical, TR-FRET, human UHRF1, single concentration; E3 ubiquitin-protein ligase UHRF1 (Homo sapiens), Q96T88; UHRF1 binding to methylated oligo; inhibition, % at 4.4 µM; actives 0.75% (n = 370,000); AID 687016, 2013; in the data active = inhibition above about 21%;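 also: UHRF1 SRA domain binding a hemimethylated CpG hairpin DNA probe; 0% = median of test compound wells and 100% = reference inhibitor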
HTRA1 inhibitor = HTRA1 serine protease inhibitors, primary screen, biochemical, fluorescence polarization, HTS. Q92743. recombinant HTRA1, FP-rhodamine activity-based probe. inhibition, % at 5.96 µM. AID 504803, 2011. actives 0.5% (n = 340,000); in the data active = inhibition above about 36%;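 also: 0% = enzyme with DMSO and 100% = wells lacking enzyme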
Target sequence (Q92743 whole entry, looked up): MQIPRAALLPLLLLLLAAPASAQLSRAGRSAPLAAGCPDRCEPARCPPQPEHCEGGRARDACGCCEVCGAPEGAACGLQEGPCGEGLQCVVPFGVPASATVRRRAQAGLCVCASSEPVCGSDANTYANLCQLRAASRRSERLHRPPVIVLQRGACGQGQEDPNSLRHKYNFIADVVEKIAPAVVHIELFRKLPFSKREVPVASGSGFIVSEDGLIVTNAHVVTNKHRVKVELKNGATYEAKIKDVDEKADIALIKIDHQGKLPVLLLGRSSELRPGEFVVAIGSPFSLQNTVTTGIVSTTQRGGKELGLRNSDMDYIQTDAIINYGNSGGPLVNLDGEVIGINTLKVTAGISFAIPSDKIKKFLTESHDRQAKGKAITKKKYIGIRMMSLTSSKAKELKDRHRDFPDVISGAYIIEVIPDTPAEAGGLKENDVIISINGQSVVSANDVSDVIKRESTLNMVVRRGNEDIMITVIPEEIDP
rCAG RNA binder = binders of r(CAG) RNA repeats, primary screen, biochemical, fluorescence | r(CAG) RNA repeat, TO-PRO-1 dye displacement fluorescence | AID 651821, 2012 | actives 1.3% (n = 370,000) | inhibition, % at 3 µM;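 active = inhibition above the plate cutoff, the mean of all test compounds on that plate plus 3 SD, cut at about 35% in these data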;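 also: 0% = DMSO alone and 100% = 100 µM mitoxantrone as full dye displacement; higher means more dye released from RNA so lower well fluorescence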
NPR1 activator = GC-A stimulated cGMP production enhancers – HEK293 GC-A cells, cGMP TR-FRET, EC30 ANP, primary screen; 0% at EC30 ANP, 100% saturating ANP; AID 1671463, 2021; actives 0.14% (n = 370,000); Atrial natriuretic peptide receptor 1 (Homo sapiens), P16066; activation, % at 10 µM; in the data active = activation above about 40%
GC-B act = human GC-B receptor activators, primary screen, HEK293 GC-B cells, cGMP TR-FRET, EC30 CNP | activation, % at 10 µM | AID 1920062, 2024 | actives 0.11% (n = 370,000) | Atrial natriuretic peptide receptor 2 (Homo sapiens), P20594 | 0% at EC30 CNP, 100% saturating CNP;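 active = activation at 10 µM reaching about 35% in either raw or pattern-adjusted values, limit read from the data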
TCR CD3 inh = inhibitors of human TCR-CD3 interaction, primary screen, biochemical, fluorescence, TAMRA-labeled TCR probe | AID 651800, 2012 | actives 0.37% (n = 360,000) | inhibition, % at 9.4 µM; in the data active = inhibition above about 19%;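 also: recombinant mutant TCR 2C K166C tagged with TAMRA read by polarization; 0% = receptor in buffer alone and 100% = receptor with positive control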
SIAE inh = human SIAE inhibitors, primary screen, biochemical, fluorescence polarization, FP-Rh probe, 1536-well HTS | Sialate O-acetylesterase (Homo sapiens), Q9HAT2 | SIAE FP-Rh probe binding | actives 0.69% (n = 370,000) | AID 1053197, 2014 | inhibition, % at 9.66 µM;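 active = inhibition above a cutoff: mean of compounds within the control limits plus 3 SD of those, cut at about 17% in these data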;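 also: 0% = plate median of compound wells and 100% = probe without SIAE protein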
PRMT1 inh = PRMT1 methyltransferase inhibitors, primary screen, biochemical, fluorescence polarization. AID 652257, 2013. recombinant PRMT1, activity-based probe fluorescence polarization. actives 1.3% (n = 370,000). inhibition, % at 2.79 µM;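 active = inhibition above about 21% made by adding two undisclosed values, limit read from the data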
Target sequence (Q99873 whole entry, looked up): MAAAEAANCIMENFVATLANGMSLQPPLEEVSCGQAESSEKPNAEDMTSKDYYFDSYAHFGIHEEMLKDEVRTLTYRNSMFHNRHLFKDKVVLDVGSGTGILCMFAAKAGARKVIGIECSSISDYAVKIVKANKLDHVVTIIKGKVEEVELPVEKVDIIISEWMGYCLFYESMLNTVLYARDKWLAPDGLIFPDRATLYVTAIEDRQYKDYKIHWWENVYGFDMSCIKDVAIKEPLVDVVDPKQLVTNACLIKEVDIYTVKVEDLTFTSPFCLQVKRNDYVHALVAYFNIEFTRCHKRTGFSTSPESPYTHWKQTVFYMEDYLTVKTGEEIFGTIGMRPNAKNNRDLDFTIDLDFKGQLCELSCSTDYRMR
MBD2 inh = inhibitors of MBD2 binding to methylated DNA, primary screen, biochemical, TR-FRET, DNA-binding domain, human; Methyl-CpG-binding domain protein 2 (Homo sapiens), Q9UBB5; MBD2 binding to methylated oligonucleotide; inhibition, % at 4.4 µM; actives 0.31% (n = 370,000); AID 686964, 2013; in the data active = inhibition above about 13%
* = called active by the depositor; / = not tested or not shown; & = joins results of further samples.

SMILES	ABHD4 inh	UHRF1 binding	HTRA1 inhibitor	rCAG RNA binder	NPR1 activator	GC-B act	TCR CD3 inh	SIAE inh	PRMT1 inh	MBD2 inh
N/C(=N\N=C\c1ccc(O)c(O)c1)c1nonc1N	1.9	-3.0	11.3	1.8	0.2	-1.7	4.5	1.2	2.1	-3.8
CCCCN1CN=C(Nc2nc3ccccc3o2)NC1	-7.0	9.0	0.8	1.8	2.2	3.3	-0.7	13.2	-2.7	3.5
O=C1c2ccccc2-c2nc3ccccc3n21	7.7&-3.7	1.0&-0.1	9.1&3.0	0.3&1.9	2.6&-1.6	-6.6&-4.3	1.8&7.8	-3.4&-2.6	-0.5&-3.3	-0.3&-1.7
O=C(CCc1ccccc1)N/N=C/c1cc(Br)ccc1O	-2.9	-1.9	-40.8	6.7	-1.5	-5.9	-1.2	2.5	-2.8	0.3
O=S(=O)(Nc1cccc(S(=O)(=O)N2CCCC2)c1)c1ccc(Br)cc1	-2.7	0.4	-3.9	22.1	-0.5	1.3	2.4	-2.5	-2.7	-0.1
CCCn1c(N)c(C(=O)CSc2nc3ccccc3c(=O)n2-c2ccc(OC)cc2)c(=O)[nH]c1=O	-0.8	1.3	-0.7	0.6	3.9	3.4	3.5	-2.2	-2.1	6.5
CCOc1cc(C)c(S(=O)(=O)N2CCCC2)cc1C	-0.8	-0.8	9.4	-7.0	0.8	7.0	6.5	2.3	-2.7	-2.0
CNC(=S)NCCc1ccc(OC)cc1	-7.1	-2.2	-3.9	1.0	-1.1	-6.9	-2.0	-9.8	-0.1	-2.9
COc1cc(/C=C2/NC(=O)NC2=O)ccc1OCC(=O)Nc1ccc(F)cc1	4.4	4.4	0.1	8.1	-6.9	-1.7	-9.1	-3.3	4.4	2.1
O=C(Nc1cccc(Cl)c1)c1nc[nH]c1C(=O)N1CCc2ccccc2C1	5.2	0.2	-6.6	1.3	-3.6	-6.3	-6.0	1.6	0.3	-2.1
O=S1(=O)N=C(N/N=C/c2ccc(Br)o2)c2ccccc21	2.1	-1.7	27.8	6.7	0.5	-1.1	7.0	6.8	0.7	-2.2
Cc1cc(O)c(C(=O)/C=C/c2ccccc2O)c(=O)o1	5.6	0.0	-4.3	4.1	0.3	0.0	6.6	4.1	4.8	1.8
Cc1cccc(CNC(=O)c2ccccc2N)c1	3.9	1.3	5.4	-0.7	0.2	0.0	-7.0	-3.0	1.8	-5.3
COc1ccc(Oc2nc3ccccc3n3cccc23)cc1	-2.0	0.5	-2.6	0.4	-1.7	0.0	2.3	-6.3	2.3	-4.1
CCOC(=O)N1CCN(c2ccc(Cl)c(Cl)c2)CC1	-4.7	-0.2	-4.3	-8.3	4.2	-7.1	9.2	1.0	0.8	4.9
Cc1nc(NC(=O)c2ccncc2)sc1C(=O)N(C)C	4.0	-1.5	-8.2	-1.4	0.1	0.3	5.8	4.7	-2.7	3.2
O=Cc1ccccc1OCCOc1ccccc1C=O	13.8	3.4	-15.0	-3.1	-8.7	-5.2	-4.0	-0.2	1.4	1.9
Cn1c(=N)n(CC(=O)c2ccc(Cl)c(Cl)c2)c2ccccc21	4.7	-0.3	-29.5	12.3	-11.1	-11.8	-0.1	3.9	3.8	5.2
CC(C)C(C(=O)Nc1ccc(S(N)(=O)=O)cc1)N1C(=O)c2ccccc2C1=O (stereo unspecified)	-1.2	0.2	-7.3	-0.3	2.6	-0.3	4.4	-0.1	-6.7	1.9
CCCn1c(SCC(=O)Nc2nnc(CC)s2)nnc1-c1ccncc1	-3.9	2.4	3.2	-6.8	-2.5	-2.1	3.0	-2.2	-0.3	0.5
O=c1c(Br)c(N2CCCCC2)cnn1-c1ccccc1	-5.9	0.6	10.7	-2.4	-2.2	2.0	10.5	-2.5	1.1	0.4
COc1cc(OC)cc(-c2c(Sc3ccccc3)c3cc(-c4ccc(OC)nc4)ccc3n2C)c1	-8.4	-0.6	/	9.1	-2.1	-2.5	-8.9	-6.7	-6.1	3.7
Cc1ccc(Cl)cc1NC(=O)N(C)CCO	-0.6	-2.3	4.3	0.0	0.8	1.3	6.5	4.5	-1.3	-0.8
Cc1ccc(Nc2nnc(SCC(=O)NCC3CCCO3)s2)cc1C (stereo unspecified)	-6.8	0.0	8.0	-5.8	-0.5	-10.2	-7.0	1.8	1.4	5.0
O=C(c1ccc2c3c(cccc13)CC2)C1CCCN(C(=O)c2cccnc2)C1 (stereo unspecified)	-1.4	0.6	-2.8	-2.7	-1.1	-1.5	-3.9	-4.7	1.1	0.7
O=C1NNC(c2ccccc2)=N/C1=C\c1ccco1	29.5	-3.1	22.4	23.0	-3.6	-0.4	-1.2	12.0	29.8*	0.7
CN(Cc1ccc(F)cc1)C(=O)C(c1ccccc1)c1ccccc1	-4.8	-2.4	-7.7	-3.0	-18.2	-11.2	5.3	-4.0	-2.4	3.3
CCOC(=O)N1CCN(C(=O)C[C@H]2C[C@@]3(C(=O)OC)C(=C[C@H](C(C)C)O[C@@H]3C3CC3)N(Cc3cccc4ccccc34)C2=O)CC1	-3.2	3.1	/	4.5	-0.6	4.0	/	3.7	4.2	1.0
COc1ccccc1C(O)Cc1nc2ccccc2n1C (stereo unspecified)	4.8	-0.2	4.3	-3.1	1.3	-0.6	-5.6	-2.5	2.5	-1.9
O=C(Nc1ccccc1)N1CC=C(c2ccc(F)cc2)CC1	-5.2	0.2	-8.2	0.8	-4.7	-9.9	1.8	-1.3	-3.2	-5.6
CC[C@]12c3[nH]c4cc(CCC(=O)N(C)C)ccc4c3CCN1C(=O)[C@@H](CC(=O)NCCCn1ccnc1)C[C@@H]2C(=O)N1CCN(C(=O)c2ccco2)CC1	3.6	-2.2	8.3	0.1	4.2	-6.3	-0.5	7.3	1.5	-8.0
Cc1cc(/C([O-])=C(/C(=S)Nc2ccc(F)cc2)[n+]2ccccc2)c(C)n1Cc1ccccc1Cl	7.1	-6.6	12.1	5.4	-14.4	-2.5	-1.8	21.8*	-1.9	-1.1
Cc1cc(OCc2nnc(SCC(=O)OC3CCCCC3)o2)ccc1Cl	9.2	1.9	1.8	-3.2	66.2*	7.1	-3.4	3.7	1.1	3.0
O=C(CN1C(=O)NC2(CCCCCCC2)C1=O)NC1CCCc2ccccc21 (stereo unspecified)	-2.6	0.3	5.9	-0.4	0.7	6.4	8.8	0.0	-0.4	4.1
O=c1c2c(-c3cccc([N+](=O)[O-])c3)ccnc2[nH]n1-c1ccccc1	9.9	-2.0	8.5	2.9	-7.0	-2.9	2.0	-0.2	4.6	-3.3
Cc1ccc(C(=O)CSc2nnc(-c3ccccn3)n2-c2ccccc2)cc1	0.7	0.4	/	3.2	-2.1	1.3	/	-6.5	5.1	1.1
C=C1C(=O)[C@]23C[C@H]1CCC2[C@@]1(C)C(C[C@@H]3O)[C@](C)(C(=O)O)CC[C@@H]1O (stereo partly specified)	-4.4	-0.7	/	2.1	-0.3	2.4	9.0	-1.9	6.5	-6.1
Cc1ccc(CNC(=O)Cc2ccc(NC3=NC4CS(=O)(=O)CC4S3)cc2)cc1 (stereo unspecified)	-5.8	0.3	2.0	0.5	2.6	3.5	-12.8	-0.1	5.2	-2.4
Cc1ccc(CNC(=O)CCNS(=O)(=O)c2ccc(Br)s2)cc1	4.8	-0.7	-8.2	-0.2	2.6	-3.2	0.5	3.2	1.9	2.7
CSc1ccc(CN(C)C(=O)CNC(=O)CNS(=O)(=O)c2ccc(C)c(C)c2)cc1	1.3	-2.5	2.6	-4.2	-6.8	-0.7	-0.3	0.0	-1.5	-0.4

Compound profiles (already shown):
Shown for `CC[C@]12c3[nH]c4cc(CCC(=O)N(C)C)ccc4c3CCN1C(=O)[C@@H](CC(=O)NCCCn1ccnc1)C[C@@H]2C(=O)N1CCN(C(=O)c2ccco2)CC1` = ABHD4 inh: 3.6; UHRF1 binding: -2.2; HTRA1 inhibitor: 8.3; rCAG RNA binder: 0.1; NPR1 activator: 4.2; GC-B act: -6.3; TCR CD3 inh: -0.5; SIAE inh: 7.3; PRMT1 inh: 1.5; MBD2 inh: -8.0
Shown for `O=C(Nc1ccccc1)N1CC=C(c2ccc(F)cc2)CC1` = ABHD4 inh: -5.2; UHRF1 binding: 0.2; HTRA1 inhibitor: -8.2; rCAG RNA binder: 0.8; NPR1 activator: -4.7; GC-B act: -9.9; TCR CD3 inh: 1.8; SIAE inh: -1.3; PRMT1 inh: -3.2; MBD2 inh: -5.6

Going on with the list.
SMILES	ABHD4 inh	UHRF1 binding	HTRA1 inhibitor	rCAG RNA binder	NPR1 activator	GC-B act	TCR CD3 inh	SIAE inh	PRMT1 inh	MBD2 inh
OCCCNC(=S)NC1CCCC1	0.0	14.7	5.4	1.7	1.2	4.7	2.1	-2.2	1.0	4.0
COc1ccc(N2CCN(C(c3nnnn3CCc3ccccc3)C(C)C)CC2)cc1 (stereo unspecified)	-0.2	6.6	2.6	-6.6	0.0	0.1	2.0	5.0	-1.1	5.8
Cc1ccc(S(=O)(=O)N(CC(=O)NCc2cccnc2)C2CCCCC2)cc1	1.3	-0.9	0.7	-6.6	-8.2	0.9	5.4	1.0	-8.4	0.1
OCCN1CCN(CCO)C1=S	0.2	0.3	2.2	-0.5	3.5	-2.6	-2.7	-0.7	-4.7	-6.7
CCN(CC)CCN(C(=O)CN1C(=O)CCC1=O)c1nc2cc3c(cc2s1)OCO3	1.8	1.1	0.3	-5.8	-2.2	-1.2	-1.7	13.0	2.6	-2.4
CSc1ccc(CN(C)C(=O)c2ccc(S(=O)(=O)Nc3c(C)n(C)n(-c4ccccc4)c3=O)cc2)cc1	-3.2	0.0	0.3	2.0	-1.0	-2.9	5.7	6.7	-0.1	4.5
COc1ccc(/C(O)=C2/C(=O)C(=O)N(CCN(C)C)C2c2ccccc2)cc1Cl (stereo unspecified)	0.5	-0.1	0.9	3.6	3.7	-1.6	4.3	3.2	2.6	2.3
CC(=O)N/C(=C/c1ccc2c(c1)OCO2)C(=O)O	4.0	2.2	-0.5	-1.2	1.5	0.0	2.2	16.2	0.6	-1.1
CCOC(=O)N1CCC(NC(=O)c2ccc3c(c2)ncn3C2CCCC2)CC1	-3.2	16.3	1.4	-8.3	2.3	0.0	10.0	2.9	1.2	0.9
CC1=CC=CC2=NC(=O)CC(C)(C(=O)N(CC(=O)NC3CCCC3)c3ccc(F)cc3)N12 (stereo unspecified)	7.4	-2.1	4.3	-2.2	1.6	2.4	1.0	-6.4	-6.3	2.8

3 entries already listed, ordered by their value in PRMT1 inh, high to low.
Molecule,PRMT1 inh
CCN(CC)CCN(C(=O)CN1C(=O)CCC1=O)c1nc2cc3c(cc2s1)OCO3,2.6
CC(=O)N/C(=C/c1ccc2c(c1)OCO2)C(=O)O,0.6
COc1ccc(N2CCN(C(c3nnnn3CCc3ccccc3)C(C)C)CC2)cc1 (stereo unspecified),-1.1

An excerpt; count on the stated rates, not on these rows.
